FLuc counter = inhibits or activates purified firefly luciferase, miR-21 counter-screen; P08659; purified FLuc, Km substrates, luminescence inhibition; Potency, µM (titrated, usually from 57.5 µM), without a hit: at the top dose activity change, negative = inhibition, usual class: inhibitors; 360,000 compounds, 6.9% hits; AID 588342;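 note: potency is the fitted concentration of half-maximal effect; plate controls were vehicle for no effect and reference inhibitor for full effect; nearly all actives have a fitted effect of over 55% in size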
Target sequence (P08659 whole entry, looked up): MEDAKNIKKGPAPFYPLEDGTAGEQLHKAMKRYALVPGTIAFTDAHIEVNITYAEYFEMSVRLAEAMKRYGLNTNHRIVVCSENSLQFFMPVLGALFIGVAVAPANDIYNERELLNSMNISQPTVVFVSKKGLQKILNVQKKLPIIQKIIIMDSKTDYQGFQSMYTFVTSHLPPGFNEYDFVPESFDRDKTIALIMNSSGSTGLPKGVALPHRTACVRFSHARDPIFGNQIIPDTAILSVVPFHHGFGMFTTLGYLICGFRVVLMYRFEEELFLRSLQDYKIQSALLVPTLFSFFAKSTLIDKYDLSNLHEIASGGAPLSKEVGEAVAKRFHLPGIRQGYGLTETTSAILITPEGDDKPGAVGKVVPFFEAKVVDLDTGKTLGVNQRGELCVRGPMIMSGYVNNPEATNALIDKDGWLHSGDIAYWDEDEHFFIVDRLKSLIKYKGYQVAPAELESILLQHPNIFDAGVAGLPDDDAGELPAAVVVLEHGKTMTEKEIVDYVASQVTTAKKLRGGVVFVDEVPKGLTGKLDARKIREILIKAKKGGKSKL
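Purified P. pyralis luciferase, 10 nM final, with Km-level 10 uM D-luciferin and 10 uM ATP in 50 mM Tris acetate pH 7.5, 10 mM Mg acetate, 0.01% Tween-20, 0.05% BSA; 6-point qHTS titration about 60 µM downward; luminescence read.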
BRCA1 expr act = BRCA1 expression activation. MCF7-BRCA1-FFLuc reporter, luminescence, 48 h; response scale: scaled: vehicle 0%, 10 µM genistein 100%. Potency, µM (doses to about 46.1 µM), for inactives: top-dose activation, hits mostly activators. 380,000 compounds, 1.1% hits; note: potency is the fitted concentration of half-maximal effect; nearly all actives have a fitted effect of over 80% in size; some results filed as inactive show a strong effect at the top dose
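MCF7-BRCA1-FFLuc, 2000 cells/well; 2 h attach, 37 °C/5% CO2; compound 48 h; luciferase substrate 15 min; luminescence end-point. Norm. to genistein 10 microM max activation and DMSO; concentration-response curves fitted.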
Menin-MLL TR inh = displaces Texas Red mutant MLL peptide from human menin; O00255; Menin + Texas Red MLL mutant peptide, fluorescence polarization; Potency, µM (top dose mostly 61.6 µM), without a hit: at the top dose FP activity change, negative = inhibition, most hits filed as inhibitors; 270,000 compounds, 0.23% hits; AID 1768; active = well fitted inhibition curve with a large enough effect in the polarisation, with a control signal flat, not every such curve was filed as active; inconclusive = small, poorly fitted or top-dose-only effect, or effect the other way, or a change in a side signal; inactive = no such curve, though single readings can be large or run the other way; the % refers to the polarisation; note: potency is the fitted concentration of half-maximal effect; % of control where 0% means no effect; many of its hits are not listed in these tables
Giardia killer = Giardia lamblia killing; Giardia lamblia trophozoite viability; AID 540267; 340,000 compounds, 0.15% hits; activity change, % at 7.66 µM, hits read low; in the data active = activity change below about -80%; inconclusive = between about -30% and that limit;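 note: parasites exposed to compound for two days anaerobically before the ATP read; % is set by controls: 0 for no effect and ±100 for the full control effect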
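Each well holds 100 Giardia trophozoites and compound. After two days (48 hrs) at 37 deg C in anaerobic conditions, ATP is quantified by luminescence.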
Rab9 promoter act = activators of Rab9 promoter; Huh7 Rab9 promoter-luciferase reporter, luminescence, 24 h; Potency, µM (doses to about 9.22 µM), without a hit: at the highest dose activation, negative = inhibition, hits mostly activators; 320,000 compounds, 2.8% hits; AID 485297; note: potency is the fitted concentration of half-maximal effect; % of control where 0% means no effect; nearly all actives have a fitted effect of over 60% in size
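Cell-based reporter: Huh7 stable for Rab9 promoter-driven luciferase, plated in reduced-serum medium with 10% FBS at 1500 cells/well, compound-treated 24 h at 37 °C, luminescence read after 10 min reagent.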
PKM2 activator = increases activity of human pyruvate kinase M2 | purified PKM2, Kinase-Glo ATP luminescence, activation; response scale: 0% is enzyme alone, no compound | Potency, µM (doses to about 57.5 µM), inactives show at the top dose activation, actives largely listed as activators | 260,000 compounds, 0.34% hits | AID 1631; note: potency is the fitted concentration of half-maximal effect; % is set by controls: 0 for no effect and ±100 for the full control effect; nearly all actives have a fitted effect of over 55% in size
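Kinase-Glo luminescence reports ATP generated from ADP (0.1 mM) and PEP (0.5 mM) by purified hPK-M2 after 1 h at room temperature, pH 7.2 imidazole buffer; intermediate enzyme activity allows detecting inhibitors and activators.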
p53 reactivation = mutant p53 re-activation in reporter cells. AID 504706. 320,000 compounds, 0.063% hits. Potency, µM (top dose mostly 92.2 µM), without a hit: at the highest dose activity change, positive = activation, actives largely listed as activators. H1299 p53-A138V BP100-luciferase reporter, luminescence, 24 h; note: potency is the fitted concentration of half-maximal effect; % of control where 0% means no effect; nearly all actives have a fitted effect of over 45% in size
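H1299 (p53-null), stable ts p53-A138V + BP100-Luc; 1000 cells/well, Opti-MEM/10% FBS; cpd 4 pt, 1:5; 24 h, 37 deg C, 5% CO2; detection reagent 10 min RT; luminescence.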
NPC1 promoter act = NPC1 promoter activation; Huh7 NPC1 promoter luciferase reporter, 24 h; Potency, µM (series often up to 9.22 µM), for the others: at the highest dose activation, most hits filed as activators; 320,000 compounds, 2.4% hits; AID 485313;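 note: potency is the fitted concentration of half-maximal effect; % of control where 0% means no effect; nearly all actives have a fitted effect of over 60% in size; reporter is driven by a mutant NPC1 promoter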
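Luciferase expression driven by the NPC1 promoter was measured in stably transfected Huh7 cells after a 24 h compound incubation, using a luciferase reagent and a luminescence read.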
ELG1 genotoxic = genotoxicity induction in ELG1-luciferase HEK293T cells | HEK293T ELG1-luciferase reporter, luminescence, 16 h | Potency, µM (titrated, usually from 46 µM), for the others: top-dose activity change, positive = activation, hits mostly activators | 330,000 compounds, 1.3% hits | AID 504466; note: potency is the fitted concentration of half-maximal effect; % of control where 0% means no effect; nearly all actives have a fitted effect of over 60% in size
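Genotoxic stress is detected as increased luminescence from luciferase-tagged ELG1 in HEK293T cells, measured with ONE-Glo after a 16 hr treatment at 37 °C.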
VP16 counter = Gal4-VP16 reporter inhibition counter-screen. Drosophila S2 Gal4-VP16 UAS-luciferase, luminescence, 20 h. Potency, µM (series often up to 53.6 µM), inactives show at the highest dose activity, negative = inhibition, usual class: inhibitors. 310,000 compounds, 3.5% hits. AID 2546;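 note: Gal4-VP16 expression switched on by copper sulfate through the metallothionein promoter; potency is the fitted concentration of half-maximal effect; % is set by controls: 0 for no effect and ±100 for the full control effect; nearly all actives have a fitted effect of over 50% in size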
RORgamma inh = blocks mouse ROR gamma transcriptional activity. AID 2551. 310,000 compounds, 5.4% hits. P51450. Drosophila S2 Gal4-RORgamma UAS-luciferase reporter, 20 h. Potency, µM (highest dose often 53.6 µM), for inactives: at the highest dose activity change, negative = inhibition, hits mostly inhibitors; note: potency is the fitted concentration of half-maximal effect; % is set by controls: 0 for no effect and ±100 for the full control effect; nearly all actives have a fitted effect of over 60% in size
Target sequence (P51450 whole entry, looked up, the tested form may be a part): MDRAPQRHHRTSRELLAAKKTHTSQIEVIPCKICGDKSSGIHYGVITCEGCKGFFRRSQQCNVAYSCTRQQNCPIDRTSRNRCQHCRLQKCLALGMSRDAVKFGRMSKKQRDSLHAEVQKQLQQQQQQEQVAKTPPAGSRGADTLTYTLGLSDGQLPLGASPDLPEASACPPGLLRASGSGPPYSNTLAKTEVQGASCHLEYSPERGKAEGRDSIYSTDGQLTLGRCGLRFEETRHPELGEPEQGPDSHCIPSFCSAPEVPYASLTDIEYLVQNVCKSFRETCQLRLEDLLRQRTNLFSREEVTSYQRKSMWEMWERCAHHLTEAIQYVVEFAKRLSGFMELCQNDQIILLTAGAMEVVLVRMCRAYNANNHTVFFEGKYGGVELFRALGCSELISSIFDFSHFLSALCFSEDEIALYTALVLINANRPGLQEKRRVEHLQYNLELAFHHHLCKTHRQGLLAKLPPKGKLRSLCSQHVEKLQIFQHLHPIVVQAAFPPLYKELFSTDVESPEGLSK
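Stable Schneider cell line, Gal4 DNA-binding domain fused to ROR gamma, UAS-luciferase. Cmpd 1 hr RT → CuSO4 700 uM final → 20 hr RT → luciferase reagent 10 min → luminescence.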
Starred values were filed as active, the others as inactive; ? = inconclusive; . = no result given; [ ] = dose if it differs, or a comment. Unless noted, calls come from the whole dose curve; as a rule, active = well fitted curve in the direction sought with a large enough effect; inconclusive = small, poorly fitted or top-dose-only effect, or another doubt; inactive = no such curve, though single readings can be large; an effect the other way counts as inactive or inconclusive.

SMILES	FLuc counter	BRCA1 expr act	Menin-MLL TR inh	Giardia killer	Rab9 promoter act	PKM2 activator	p53 reactivation	NPC1 promoter act	ELG1 genotoxic	VP16 counter	RORgamma inh
CCn1c(NCc2ccccc2Cl)nc2ccccc21	19µM*	?	-11%	-7	29%	-14%	14%	19%	1%	18%	-6%
CCOc1ccccc1N1CCN(C(=O)c2cc3cc(OC)ccc3[nH]2)CC1	0%	-47%	23%	-25	5%	.	-1%	-7%	6%	9%	5%
CC1(C)Cc2c(C#N)c(NCc3ccco3)nc(-c3ccco3)c2CO1	1%	-48%	-8%	-26	7%	16%	4%	6%	10%	9%	-19%
CSc1ccc(N2CCN(CCCNC(=O)Nc3ccccc3F)CC2)cc1	2%	-21%	3%	-12	6%	-4%	-1%	5%	-1%	-11%	-7%
CCOC(=O)C1(Cc2cccc(OC)c2)CCN(Cc2ccc(C)s2)CC1	2%	-50%	?	-5	-3%	-1%	0%	-2%	-9%	-15%	-5%
Clc1ccc(C[n+]2csc3ccccc32)cc1	6.7µM*	-42%	7%	15	-7%	2%	?	0%	0%	?	?
COc1ccc(C2=NS(=O)(=O)N(C)C(C(=O)Nc3ccc(C(C)=O)cc3)=C2)cc1OC	?	-10%	?	-7	-8%	-2%	14%	-11%	-9%	16µM*	14%
O=C(CCCN1C(=O)c2ccccc2C1=O)Nc1ccc2c(c1)OCCO2	3%	-6%	3%	17	-5%	-25%	9%	0%	8%	7%	15%
COc1ccccc1CNC1CCCc2ccccc21 (configuration not stated)	0%	11%	-18%	-28	-1%	1%[11.5 µM]	-29%	-5%	-9%	-5%	-17%
Cc1ccc(-c2nnn(CC(=O)N(c3ccccc3F)C(C(=O)NC3CCCC3)c3ccco3)n2)o1 (configuration not stated)	1%	-30%	-9%	4	1%	-1%	0%	0%	-2%	-6%	17%
COc1ccc(C2=NOC(C(=O)N3CCOCC3)C2)cc1OC (configuration not stated)	-1%	69%	0%	-11	16%	-7%	12%	15%	7%	-10%	13%
CN(C)C(=O)c1cc(Cl)ccc1Sc1cc(Cl)ccc1Cl	0%	-25%	0%	12	1%	-4%	-3%	0%	4%	-2%	7%
Cc1cccc(-c2nc(CS(=O)CC(=O)N3CCc4ccccc4C3)c(C)o2)c1 (configuration not stated)	-15%	-1%	-7%[11.7 µM]	?	13%	7%	-4%	8%	-2%	4%	8%
CC(C)Sc1nnc(CNC(=O)C23CC4CC(CC(C4)C2)C3)n1Cc1ccccc1	4%	-17%	-16%	-5	-2%	-2%	-14%	-2%	-5%	-8%	-40%
COc1ccc(N2C(=O)c3ccc(C(=O)OC(C)C)cc3C2=O)cc1	6%	-12%	1%	-5	0%	-2%	5%	-2%	-2%	3%	?
CCN(CC)CC(=O)N1c2ccccc2Sc2ccccc21	-1%	-1%	-8%	-1	0%	.	-9%	2%	-4%	-11%	7%
CC1CC(C)CN(C(=O)COc2ccc(-c3nnco3)cc2)C1 (configuration not stated)	1%	4%[1.84 µM]	-2%	3	-8%	4%	-9%	0%	1%	1%	-3%
O=C(CN1CCCC1)Nc1ccccc1C(=O)c1ccccc1	1%	8%	.	8	-5%	-11%	-2%	1%	2%	-3%	20%
Cc1ccc(N(CCC#N)C(=O)COC(=O)C2CCN(S(=O)(=O)c3ccc4c(c3)OCCO4)CC2)cc1	-1%	-2%	.	-2	-7%	.	-5%	1%	2%	.	.
Cc1c(C(=O)Nc2ccc(S(=O)(=O)Nc3ncccn3)cc2)oc2ccccc12	?	-9%	.	0	-8%	.	-1%	-1%	1%	.	.
O=C(NNS(=O)(=O)c1ccc2ccccc2c1)NC1CCCCC1	0%	-24%	-9%	21	-2%	-1%	-5%	0%	-2%	4%	6%
CCSc1nnc2c(n1)OC(C)(C)Nc1ccccc1-2	-1%	1%	4%	-3	3%	-3%	13%	-3%	0%	-6%	?
CC(=O)N(c1c(C)n(C)n(-c2ccccc2)c1=O)C1(C(=O)NC2CCCC2)CCCCC1	-1%	-6%	-8%	17	-2%	-2%	2%	-3%	0%	-1%	11%
COCCc1nc2ccc(C(=O)N3CCCC(CCCO)C3)cc2o1 (configuration not stated)	-3%	2%	3%	-4	1%	.	12%	-3%	-1%[9.26 µM]	-4%	-9%
CN(C)/C=C1\N=C(c2ccccc2)OC1=O	-9%	71%	-14%	8	24%	-1%	1%	11%	2%	32%	?

More entries follow:
SMILES	FLuc counter	BRCA1 expr act	Menin-MLL TR inh	Giardia killer	Rab9 promoter act	PKM2 activator	p53 reactivation	NPC1 promoter act	ELG1 genotoxic	VP16 counter	RORgamma inh
COc1ccc(-n2c(C)cc(/C=C/c3nc(O)c([N+](=O)[O-])c(=O)[nH]3)c2C)cc1	?	0%	?	16	10%	0%	2%	-5%	3%	2%	-11%
CCc1cc2ccc(C)cc2nc1SCC(=O)Nc1cc(C)on1	4%	1%	6%	-18	0%	2%	1%	-2%	-2%	-5%	1%
Cc1sc(-c2cccnc2)nc1OC(=O)C1CC1	?	-42%	4%	1	0%	5%	7%	0%	-6%	1%	-1%
CCN(CC)c1nc(-c2ccc(C(=O)NN)cc2)nc(-c2ccc(C(=O)NN)cc2)n1	1%	-36%	.	-5	-2%	.	-8%	-1%	2%	-4%	-9%
COc1ccc(NC(=O)CCNC(=O)c2ccco2)c(OC)c1	1%	14%	13%	-5	9%	-3%	9%	-2%	10%	-17%	-22%
COCCn1c(N)c(Sc2ccc(Cl)cc2)c(=O)[nH]c1=O	2%	1%	-9%	6	0%	29%	-6%	-4%	3%	-1%	-14%
Fc1c(F)c(F)c(SCn2cc(Br)cn2)c(F)c1F	-1%	6%	.	-2	2%	.	2%	-1%	0%	.	.
O=C(Nc1cccc(C(F)(F)F)c1)c1csc(-c2ccncc2)n1	-14%	-18%	4%	-9	0%	0%	-6%	0%	-9%	5%	21%
O=C(NCc1ccccc1Cl)C1CCN(S(=O)(=O)N2CCC3(CC2)OCCO3)CC1	5%	-6%	?	3	0%	-13%	1%	-5%	-2%	1%	5%
CCCCC1=CC2=C(c3ccco3)C(=O)C(C)(OC(=O)c3ccc(OC)cc3)C(=O)C2=CN1CCc1ccccn1 (configuration not stated)	-2%	-5%	-2%[11.7 µM]	?	0%	?	-3%	-2%	-4%	4%	15%
FC(F)(F)c1cc(-c2ccccc2)nc(-n2cc(Cl)cn2)n1	-9%	-8%	-17%	16	1%	-1%	-4%	-3%	-9%	2%	0%
CCOC(=O)SC1=N/C(=C\c2ccc(N(C)C)cc2)C(=O)S1	9.5µM*	-25%	57%[activator]	13	-2%	1%	14%	-1%	1%	?	13µM*
COc1ccc2[nH]c(=O)c(CNc3ccccc3OC)cc2c1	-21%	-26%	.	-10	1%	15%	5%	-7%	-5%	0%	7%
O=c1oc(-c2ccccc2F)nc2scc(-c3ccccc3)c12	4.8µM*	72%	.	-1	?	-8%	?	18%	?	-1%	13%
NC(=O)c1nsc(C(=O)N(CC(=O)NC2CCCCC2)Cc2ccc(F)cc2)c1N	?	14%	3%	6	3%	-3%	?	-2%	?	6%	11%
CC1=Nc2ccccc2/C1=C/c1c(N)n2c(S(=O)(=O)C(C)C)nsc2nc1=O	24µM*	-5%	?	-5	-4%	-8%	1%	-3%	1%	-4%	10%
Cc1ccc2c(CN3CCN(C(=O)c4ccco4)CC3)cc(=O)oc2c1C	-19%	-23%	-8%	14	-4%	4%	-3%	1%	-8%	-13%	-29%
CCCCCc1ccc(-c2cn(Cc3cccc(OC)c3)nn2)cc1	?	13%	16%	-21	0%	3%	12%	-5%	-1%	-6%	-1%
O=[N+]([O-])c1ccc(O)c(Nc2ncnc3ccc(Br)cc23)c1	?	-71%	?	-4	-2%	1%	1%	1%	-12%	-20%	?
Cc1ccccc1S(=O)(=O)Cc1ccc(C(=O)NCCN2CCCCC2C)o1 (configuration not stated)	2%	8%	?	-11	0%	1%	14%	0%	-6%	1%	?
Cc1nn2c(-c3cccc(NC(=O)CSc4nc5ccccc5o4)c3)nnc2c2ccccc12	0%	-16%	21%	1	-2%	-2%	-5%	9%	-13%	-17%	?
Nc1cccc(-n2nncc2-c2ccc(Cl)cc2)c1	-1%	.	-20%	.	7%	0%	-1%	0%	-7%	-13%	-1%
C#CCNC(=O)C1=C[C@@H](c2ccc(C#C)cc2)[C@H](CCCO)[C@@H](OCC)O1	2%	4%	-18%	?	-3%	4%	-2%	-5%	6%	4%	2%

Screens as filed in PubChem.

Some of the compounds tested; count on the stated rates, not on these rows.
